# D2 potentiator: positively modulates the human D2 dopamine receptor allosterically | potentiation, % at 10 µM | HEK293 T-REx D2, calcium flux, EC20 dopamine potentiation | 0.34% of 340,000 active | P14416;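 active means potentiation over 3 SD above the plate norm, cut at about 30% in these data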; further: 0% is about no effect
#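 Potentiation of an EC20 dopamine calcium response measured kinetically over 180 s, after a preceding 180 s compound-only read flagging agonists. Cells: inducible Hek293 Trex D2 line, 4000/well, cultured overnight at 30 C before dye loading.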
# D1 antagonist: antagonists of human D1 dopamine receptor; P21728; activity change, negative = inhibition, % at 10 µM; HEK293 TREx D1 cells, calcium flux, dopamine EC80; stronger effect = lower value; AID 504652; 3.2% of 360,000 active; in the data active means activity change below about -30%; further: on the % scale 0 is the no-effect control and ±100 the full control effect
# Target sequence (P21728 whole entry, looked up): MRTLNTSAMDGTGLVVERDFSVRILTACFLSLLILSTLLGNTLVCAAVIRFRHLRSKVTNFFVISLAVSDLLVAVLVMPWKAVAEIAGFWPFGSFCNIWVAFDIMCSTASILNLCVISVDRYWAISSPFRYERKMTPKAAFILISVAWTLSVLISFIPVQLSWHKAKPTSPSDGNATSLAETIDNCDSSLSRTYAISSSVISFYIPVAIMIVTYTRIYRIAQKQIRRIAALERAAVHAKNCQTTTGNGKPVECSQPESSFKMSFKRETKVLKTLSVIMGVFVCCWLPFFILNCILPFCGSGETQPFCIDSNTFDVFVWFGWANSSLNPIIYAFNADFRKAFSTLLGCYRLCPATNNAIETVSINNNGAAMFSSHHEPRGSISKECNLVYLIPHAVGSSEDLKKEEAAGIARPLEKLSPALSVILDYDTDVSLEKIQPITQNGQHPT
#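 Compound effects on dopamine-evoked calcium signalling were measured in tetracycline-induced HEK293 Trex D1 cells. Dopamine at EC80 followed a 180 s compound pre-read, and fluorescence was tracked kinetically for 180 s more.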
# D2 antag: antagonizes the human D2 dopamine receptor | HEK293 TREx D2 cells, calcium flux, dopamine EC80 | 2% of 340,000 active | inhibition, % at 10 µM; in the data active means inhibition above about 30%; further: 0% is about no effect
#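 Tetracycline-induced HEK293 T-REx cells expressing D2 force-coupled to calcium signalling were dye-loaded, exposed to compound for 180 s, then challenged with an EC80 of dopamine; calcium flux was followed kinetically for a further 180 s.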
# RXFP1 antagonist: RXFP1 (human) relaxin receptor antagonism; Q9HBX9; HEK293-RXFP1, relaxin-stimulated cAMP HTRF, 30 min; stronger effect = lower value; activity change, negative = inhibition, % at 57.5 µM; 0.59% of 350,000 active; AID 1259400;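 active means activity change of -60% or lower, but not beyond a set lower limit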; further: on the % scale 0 is the no-effect control and ±100 the full control effect
# D2 ag: agonists of human D2 dopamine receptor | HEK293 T-REx D2 cells, calcium flux agonist mode | activation, % at 2 µM | 0.53% of 340,000 active | AID 485358;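 active means activation over 3 SD above normal in the single-dose calcium agonist read, cut at about 30% in these data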; further: 0% is about no effect
#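 Agonism scored from kinetic calcium signal (1 read/sec, 180 s) following compound pin transfer, after a 10 s baseline. Cells: HEK293 Trex line expressing inducible D2 receptor coupled to calcium, dye-loaded after overnight culture at 30 C.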
# D1 PAM: enhances dopamine response at the human D1 receptor; HEK293 TREx D1 cells, calcium flux, dopamine EC20 potentiation; potentiation, % at 10 µM; 0.036% of 360,000 active; AID 504651; in the data active means potentiation above about 30%; further: 0% is about no effect
# TRHR ag: agonists of human TRH receptor; P34981; TRHR cells, calcium flux fluo-8, FDSS agonist mode; activation, % at 2 µM; 0.18% of 360,000 active; further: 0% is about no effect
# Target sequence (P34981 whole entry, looked up): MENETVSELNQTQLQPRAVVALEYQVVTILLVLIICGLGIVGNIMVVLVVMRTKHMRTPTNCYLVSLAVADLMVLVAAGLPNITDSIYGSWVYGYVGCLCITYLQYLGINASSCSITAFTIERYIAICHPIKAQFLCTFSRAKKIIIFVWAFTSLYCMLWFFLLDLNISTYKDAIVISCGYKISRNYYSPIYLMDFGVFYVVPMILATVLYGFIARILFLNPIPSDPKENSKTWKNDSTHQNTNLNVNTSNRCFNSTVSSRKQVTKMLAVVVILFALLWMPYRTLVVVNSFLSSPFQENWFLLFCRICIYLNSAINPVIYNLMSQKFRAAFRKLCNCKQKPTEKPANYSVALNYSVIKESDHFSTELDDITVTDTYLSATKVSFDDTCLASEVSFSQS
#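 Fluo-8-loaded TRHR cells; 10 s baseline, compound added, kinetic Ca2+ fluorescence read 1/s, agonist mode.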
# TRHR PAM: allosterically enhances the human TRH receptor; 0.66% of 360,000 active; TRHR cells, fluo-8 calcium fluorescence, EC20 TRH enhancement; enhancement, % at 2 µM; AID 493056; P34981; in the data active means enhancement above about 30%; further: 0% is about no effect
#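 TRHR-expressing cells loaded with fluo-8 calcium dye were read kinetically (ex 480/em 530) during compound addition, then stimulated with an EC20 of TRH (10 nM final). Enhancement of the Gq-mediated intracellular calcium response was scored.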
# D1 ag: agonists of human D1 dopamine receptor. 1% of 360,000 active. HEK293 T-REx D1 cells, calcium flux, agonist mode. activation, % at 2 µM. P21728; further: 0% is about no effect
#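 Inducible HEK293 T-REx D1 cells, force-coupled to calcium signalling, were plated at 4000 cells/well with tetracycline and held overnight at 30 C. After no-wash calcium dye loading, compound-evoked calcium rise over 180 s flagged agonists.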
# * = called active by the depositor; · = no result given. Unless noted, no stated cut-off is given here; in the data, active means activation above about 30%; inactive means the rest. Hits appear at their usual frequency. Share with any hit: about 7.1%.
SMILES,D2 potentiator,D1 antagonist,D2 antag,RXFP1 antagonist,D2 ag,D1 PAM,TRHR ag,TRHR PAM,D1 ag
CN(C)CCNC(=O)C(=O)NCC(c1cccnc1)N1CCN(c2ccccc2)CC1 (centres undefined),-2,-33*,·,-9,-0.1,-4,0.2,8,5
CC1CN(C(=O)COC(=O)c2ccc(N(C)C)cc2)CC(C)O1 (centres undefined),·,-13,·,6,·,-3,0.7,0,-1
O=c1cc(-c2cccc(F)c2)[nH]c2ccccc12,-4,-5,-1,·,0.7,-3,-0.3,-5,-2
COc1cc(C(=O)NCC2(c3ccccc3)CCCC2)ccc1OC(C)C,11,-11,-9,-2,-0.4,-7,0.0,-13,1
CSc1nc2cc(Cl)ccc2s1,-22,3,-13,1,0.9,-6,-0.2,-2,3
C=CCSc1ncc(C(=O)OCC)c(N)n1,5,-2,-14,-21,1.1,-5,-0.9,4,1
COc1ccc(/C=C2\N=C(c3ccccc3)N(c3ccc(C(=O)O)cc3)C2=O)cc1OC,20,2,-5,10,4.0,-3,0.8,10,2
CCC(=NC(CC)CO)C1=C(O)CC(C)(C)CC1=O (centres undefined),-11,4,1,6,-0.1,-6,1.3,-6,1
CCOC(=O)c1ccc(NS(=O)(=O)c2ccc(Cl)nc2)cc1,-1,-12,6,·,5.1,-3,-0.4,-8,1
COc1ccc(C2C=C(Nc3ccccc3)C(=O)N2c2ccccc2)cc1OC (centres undefined),3,-19,3,10,0.9,-8,0.7,3,3
CCCn1c(N)c(N(CCOC)C(=O)c2cccc(S(=O)(=O)N3CCCc4ccccc43)c2)c(=O)[nH]c1=O,2,-12,-11,-2,0.1,4,0.5,7,3
Cc1csc(CNC(=O)C2CCC(=O)N(CCCc3ccccc3)C2)n1 (centres undefined),-4,-14,-7,19,0.2,-1,0.2,3,2
COc1cc(NC(=O)COc2ccc(C)c(C)c2)ccc1NC(=O)c1ccco1,-10,-20,9,-6,0.3,-8,0.0,1,4
COCCCNc1nc2c([nH]1)c(=O)[nH]c(=O)n2C,9,3,-9,-10,-1.0,-1,0.7,4,1
CC(C)C(=O)N1c2ccccc2NC2=C(C(=O)CCC2)C1c1ccc(N(C)C)cc1 (centres undefined),-2,-14,-31,12,-0.3,1,-0.2,1,4
COc1ccc(Cn2c(-c3ccc(OC)cc3)nc3c(c(=O)c4ccccc4n3C)c2=O)cc1,-13,3,14,·,0.2,6,1.4,-3,15
CCOC(=O)C1(CC2CCCCO2)CCN(S(=O)(=O)c2cccc(F)c2)CC1 (centres undefined),4,-3,3,1,0.3,0,0.1,-6,2
CSc1nc(-c2ccccc2)nn1C(=O)c1ccccc1,-11,-3,-10,1,-0.4,11,-0.3,-3,4
Nc1ccc(S(=O)(=O)NC2(C(F)(F)F)NC(=O)N(c3cccc(Cl)c3)C2=O)cc1 (centres undefined),-5,-6,·,-14,-0.5,-4,0.7,-5,0
CCOc1ccc2[nH]c3c(NCC(C)C)ncnc3c2c1,6,0,-15,-14,-0.3,8,-1.4,9,-1

# Part of the list above, with two lines to a compound:
# Value order – D2 potentiator, D1 antagonist, D2 antag, RXFP1 antagonist, D2 ag, D1 PAM, TRHR ag, TRHR PAM, D1 ag
COc1ccc(/C=C2\N=C(c3ccccc3)N(c3ccc(C(=O)O)cc3)C2=O)cc1OC
    20, 2, -5, 10, 4.0, -3, 0.8, 10, 2
CCC(=NC(CC)CO)C1=C(O)CC(C)(C)CC1=O (centres undefined)
    -11, 4, 1, 6, -0.1, -6, 1.3, -6, 1

# Further records:
SMILES,D2 potentiator,D1 antagonist,D2 antag,RXFP1 antagonist,D2 ag,D1 PAM,TRHR ag,TRHR PAM,D1 ag
O=C(Nc1ccc(C2=NCCN2)cc1)c1ccc(Cl)c(C(=O)Nc2ccc(C3=NCCN3)cc2)c1,-10,17,-11,·,1.0,0,0.8,4,1
CCC(C)Nc1nc(SC(C(C)=O)C(C)=O)nc(N(C)C)n1 (centres undefined),5,-14,8,-2,-0.4,-1,-0.1,-12,0
CC1(C)CC(=O)C(N=Nc2ccc(F)cc2)=C(O)C1,-3,-42*,11,-7,1.0,-5,-0.2,4,3
CCCc1cc(=O)[nH]c(Nc2ccc(OC)c(Cl)c2)n1,-2,3,-11,-13,-0.7,-4,-0.1,9,3
O=C(COC(=O)c1ccc(F)c(S(=O)(=O)N2CCCCC2)c1)NCc1ccc(F)cc1,1,-6,-3,18,1.1,-6,-1.2,-10,10
COc1cc([N+](=O)[O-])cc([N+](=O)[O-])c1NC(=O)N1CCOCC1,18,-33*,7,-6,-0.5,-5,-0.2,-7,4
CCN(CC(=O)NCc1cccs1)C(=O)c1ccc(NS(=O)(=O)c2cccc([N+](=O)[O-])c2)cc1,-7,19,-18,-4,0.1,5,-0.2,-8,0
CC(=O)c1cccc(N=C2NC(=O)CS2)c1,4,0,-2,0,-0.5,-3,0.0,-3,-2
Cc1ccc(CNC(=O)c2cn(C3CCCC3)c(=O)c3c2c2ccccc2n3C)o1,-3,13,-18,·,0.1,-4,-0.3,-9,0
CCc1ccc(-c2[nH]c3c(c2-c2sc(C)c(C(=O)OC)c2O)c(=O)n(C)c(=O)n3C)cc1,-1,9,·,2,·,1,4.9,5,7
O=C(CSc1nc2ccccc2[nH]1)Nc1cccc(S(=O)(=O)N2CCOCC2)c1,-26,-9,8,-2,0.1,2,-0.1,-1,0
Cc1cccc(NC(=O)CCN2C(=O)C3C4C=CC(C4)C3C2=O)n1 (centres undefined),16,4,13,-2,1.9,-21,-0.3,-1,4
Cc1ccc(N2C(=O)C(Cc3ccc(O)cc3)NC2=S)cc1C (centres undefined),6,-9,-1,·,0.5,-3,0.1,3,1
O=C(CSc1nnc(CNC(=O)c2ccccc2)o1)NCc1ccccc1,-2,-2,-6,-7,0.5,1,-0.5,-5,3
CN1C(=O)/C(=C\c2ccccc2OCc2ccccc2)SC1=S,3,-5,2,7,0.3,0,0.4,16,2
O=c1c2ccccc2nc(-c2ccoc2)n1CCc1ccccc1,62*,10,2,-21,-0.2,-1,-0.3,2,1
CC(=O)c1ccc(N2CCN(C(=O)CCS(=O)(=O)c3ccc4c(c3)CCN4C(C)=O)CC2)cc1,4,-5,17,1,0.6,-2,0.7,-1,2
O=C(NCC1CCCO1)c1ccc(COCC(F)(F)C(F)F)cc1 (centres undefined),-1,-10,-26,-8,-0.5,0,-0.5,-6,4
COc1cc(C(C)=O)ccc1Oc1ncnc2c1cnn2-c1ccccc1,-5,-12,-5,·,-0.6,-7,-0.1,-4,6
CCS(=O)(=O)N1Cc2ccccc2CC1C(=O)Nc1cccc(C)c1 (centres undefined),-1,-5,4,-14,-2.0,-5,0.1,-5,3
O=C(O)CCC(=O)CCC(=O)c1ccccc1,-8,-3,35*,-3,0.4,1,-0.6,1,4
O=C(c1cc2c(s1)-c1ccccc1OC2)N1CCc2ccccc2C1,-13,-54*,33*,·,3.8,-8,2.2,-1,1
Cc1ccc(C)c(N2CCN(S(=O)(=O)c3ccc(F)c(C(=O)Nc4ccc(Cl)cc4Cl)c3)CC2)c1,-10,-6,·,-1,-0.1,1,0.0,-1,-3
Cc1cccc(-n2ncc3c(NCCCO)ncnc32)c1,-3,3,-11,·,0.8,3,0.4,-1,-1
CCC1CN(C(=O)N2CCC(C(=O)O)CC2)c2cc(C)ccc2O1 (centres undefined),12,10,·,-1,0.7,-3,0.7,-5,-1
O=C(N/N=C\c1ccc([N+](=O)[O-])s1)C1COc2ccccc2O1 (centres undefined),12,-6,2,-3,2.6,4,1.4,-2,8
N#Cc1cc(C(=O)c2ccccc2OCC(=O)Nc2ccccc2)cn(C2CCCCC2)c1=O,-1,-8,6,4,-0.8,-4,-1.1,-5,1
O=C(CCN1CCCCC1)Nc1ccc(Br)cc1,-25,33,-31,-5,-0.3,-7,1.0,2,5
c1ccc(-c2nnc(SCC3CCCO3)nc2-c2ccccc2)cc1 (centres undefined),-8,-13,15,-14,-0.6,1,0.3,-11,5
Cc1cc(C)n(-c2ccc(C(=O)NCc3cccs3)cc2)n1,-8,-1,-10,-6,0.0,-5,-0.7,0,5

# Some of the entries above, set out differently:
Molecule	D2 potentiator	D1 antagonist	D2 antag	RXFP1 antagonist	D2 ag	D1 PAM	TRHR ag	TRHR PAM	D1 ag
O=c1cc(-c2cccc(F)c2)[nH]c2ccccc12	-4	-5	-1	·	0.7	-3	-0.3	-5	-2
COc1cc(C(=O)NCC2(c3ccccc3)CCCC2)ccc1OC(C)C	11	-11	-9	-2	-0.4	-7	0.0	-13	1
CSc1nc2cc(Cl)ccc2s1	-22	3	-13	1	0.9	-6	-0.2	-2	3
C=CCSc1ncc(C(=O)OCC)c(N)n1	5	-2	-14	-21	1.1	-5	-0.9	4	1
COc1ccc(/C=C2\N=C(c3ccccc3)N(c3ccc(C(=O)O)cc3)C2=O)cc1OC	20	2	-5	10	4.0	-3	0.8	10	2
CCC(=NC(CC)CO)C1=C(O)CC(C)(C)CC1=O (centres undefined)	-11	4	1	6	-0.1	-6	1.3	-6	1

# Later entries.
SMILES,D2 potentiator,D1 antagonist,D2 antag,RXFP1 antagonist,D2 ag,D1 PAM,TRHR ag,TRHR PAM,D1 ag
CC(C(=O)Nc1ccc(S(=O)(=O)N2CCCC2)cc1)N1CCc2ccccc2C1 (centres undefined),-3,-9,-25,-3,-0.1,-3,0.3,-5,3
CCOc1cc(N2CCOCC2)c(OCC)cc1NC(=O)COC(=O)C1CCCN1S(=O)(=O)c1ccccc1F (centres undefined),-12,10,17,3,-0.1,0,-0.2,3,-1
O=c1c2ccccc2c(/C=N/c2n[nH]c(CCCO)n2)c(O)n1-c1ccccc1Cl,10,11,3,-2,-0.6,-2,-0.1,-1,2
COc1ccc(NC(=O)c2ccc(S(=O)(=O)N3CCCCCC3)cc2)c(OC)c1,6,2,-8,-8,-1.2,-2,-0.5,-2,2

# Some values from the entries so far.
# COc1cc(C(=O)NCC2(c3ccccc3)CCCC2)ccc1OC(C)C in RXFP1 antagonist reads -2
# CN(C)CCNC(=O)C(=O)NCC(c1cccnc1)N1CCN(c2ccccc2)CC1 (centres undefined) in RXFP1 antagonist reads -9

# Screening results deposited in PubChem by National Center for Advancing Translational Sciences (NCATS).
